IL1B NFkB pot: enhancers of NFkB p65 translocation in HUVEC – imaging, IL-1B stimulus, high-content imaging, primary screen | activation, % at 2 µM | HUVEC IL-1B NFkB p65 nuclear translocation imaging | AID 819, 2007 | hit rate 0.3% among 94,000;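 active means activation above 40%, about the mean plus 3 SD, also judged a hit on visual image review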;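 further: percent activation is computed from the nuclear over cytoplasmic p65 intensity ratio; values of inactives mirror those of a sister screen read the other way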
Bcl-B TR3 displacers: displacers of TR3 peptide from Bcl-B, primary screen, selectivity assay for Bfl-1 inhibitor project, biochemical, fluorescence polarization | FP displacement of FITC-TR3 peptide from Bcl-B; higher % means a stronger effect | hit rate 0.11% among 96,000 | displacement, % at 20 µM, or IC50 in µM where a hit was titrated | Bcl-2-like protein 10 (Homo sapiens);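 active means displacement above 50% at 20 µM plus a fluorescence interference ratio under 1.5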;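 further: plate controls were wells without compound for no effect and wells lacking Bcl-B protein for full effect; a part of the inactive calls stands beside numbers as strong as those of hits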
MRP reversal: reversal of MRP1-mediated doxorubicin resistance, primary screen, H69AR cells, doxorubicin co-treatment | hit rate 0.04% among 85,000 | H69AR cells + 2 uM doxorubicin, CellTiter-Glo, 72 h | AID 602, 2007 | differential viability (reversal), % at 10 µM;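 active means viability drop by adding the cancer drug above about 55%, with treated viability meeting a 40% cutoff, limit read from the data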;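 further: viability without doxorubicin minus viability with 2 µM doxorubicin for each compound; larger differential means the compound sensitizes cells more to doxorubicin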
PLAP inhibition: PLAP enzyme inhibitors, biochemical, luminescence, HTS (AID 690). Alkaline phosphatase, placental type (Homo sapiens). purified PLAP, luminescent substrate; higher % means a stronger effect. inhibition, % at 20 µM, or IC50 in µM where a hit was titrated. hit rate 0.08% among 96,000; in the data active means a potency from the dose series; inactive means the rest, 99 in 100 with inhibition below about 30%; further: strong numbers were not always called active
IL1B NFkB inh: inhibitors of IL-1B driven NFkB p65 nuclear import, primary screen, imaging, HUVEC, IL-1B stimulus, high-content imaging | HUVEC IL-1B NFkB p65 nuclear translocation imaging | inhibition, % at 2 µM | hit rate 0.43% among 94,000 | AID 796, 2007;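 active means inhibition above about 30% together with a positive call from visual inspection of the well image, limit read from the data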;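 further: nuclear over cytoplasmic p65 intensity ratio measured by imaging; 0% = IL-1B stimulated DMSO wells and 100% = unstimulated DMSO wells; values of inactives mirror those of a sister screen read the other way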
MRP reversal cytotoxicity: second read-out of MRP reversal, no call of its own (marks repeat the call); viability, %; H69AR cells, CellTiter-Glo, 72 h; measured here: cytotoxicity without doxorubicin
MRP reversal with doxorubicin: also measured in MRP reversal; calls as there; viability, %; measured here: viability with 2 uM doxorubicin; hits give low values
IL1B NFkB inh cell count 2 µM: further read-out of IL1B NFkB inh, marked with its call; cell count; measured here: cells passing quality filter;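 raw number of nuclei counted in each imaged well without normalization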
IL1B NFkB pot cell count 2 µM: second read-out of IL1B NFkB pot, no call of its own (marks repeat the call); cell count; measured here: cells passing quality filter
Numbers without * were called inactive; x = no result given.

Each structure is followed by: IL1B NFkB pot	IL1B NFkB pot cell count 2 µM	Bcl-B TR3 displacers	MRP reversal	MRP reversal cytotoxicity	MRP reversal with doxorubicin	PLAP inhibition	IL1B NFkB inh	IL1B NFkB inh cell count 2 µM
(1) CCN(CC(=O)NC)S(=O)(=O)c1ccc(Br)cc1
    27	142	-8%	15	102	87	-9%	-27	142
(2) CS(=O)(=O)N1CCN(C(=O)c2cc3ccccc3oc2=O)CC1
    x	x	-1%	-6	89	96	2%	x	x
(3) CCCC(C)n1[nH]c(=O)c2c(C)cc(C)nc21 (configuration not stated)
    30	135	x	-3	96	99	x	-30	135
(4) O=S(=O)(N1CCCCCC1)N1CCN(S(=O)(=O)N2CCCCC2)CC1
    -23	230	16%	20	96	75	-6%	24	230
(5) Cc1cnn(CCC(=O)NNC(=S)Nc2ccccc2)c1
    10	193	5%	x	x	x	-94%	-10	193
(6) COCCn1nnnc1C(c1cccc(C(F)(F)F)c1)N1CCN(Cc2ccccc2)CC1 (configuration not stated)
    1	172	-3%	-7	98	105	-68%	-1	172
(7) O=C(CCCOc1ccc(Cl)cc1Cl)NCCCO
    x	x	-9%	-6	96	102	13%	x	x
(8) CCN(CC)c1nc(N(CC)CC)[nH]c(=O)n1
    8	115	x	12	97	85	x	-8	115
(9) CCOC(=O)C1CCCN(C(=O)Cn2cccc2C(=O)c2ccccc2)C1 (configuration not stated)
    6	72	-9%	x	x	x	-5%	-6	72
(10) Cc1oc2c(c1C(=O)NCc1ccccc1)CCCC2
    -3	138	-6%	5	96	90	-23%	3	138
(11) Nc1cc(N)cc(-c2nc3ccccc3[nH]2)c1
    1	141	14%	5	95	90	2%	-1	141
(12) O=C(Nc1ncc(C(F)(F)F)cc1Cl)C1COc2ccccc2O1 (configuration not stated)
    23	136	-8%	0	102	102	4%	-23	136
(13) Cn1c(SCCN2CCCCC2)nnc1-c1ccccc1Br
    19	146	1%	-44	52	96	-1%	-19	146
(14) CCCCN(CCCC)Cc1ccc(N)cc1
    5	128	-8%	-4	86	90	1%	-5	128
(15) COc1ccc(N(CC(=O)Nc2cc(OC)ccc2OC)S(=O)(=O)c2c(C)nn(C)c2C)cc1
    12	52	7%	-11	94	104	-59%	-12	52
(16) CCn1c(SCC(=O)c2ccc(F)cc2)nnc1-c1ccoc1C
    13	151	-10%	-16	94	110	7%	-13	151
(17) Cc1ccc(S(=O)(=O)N2CCN(Cc3ccccc3C(F)(F)F)CC2)cc1
    -2	198	-9%	-1	74	75	-3%	2	198
(18) O=C(NC1CCCC1)C(c1ccsc1)N(Cc1ccco1)C(=O)Cc1cccs1 (configuration not stated)
    15	133	-10%	9	62	53	5%	-15	133
(19) COc1ccc(N2CCN(C(=O)C3CCCO3)CC2)cc1 (configuration not stated)
    13	156	-18%	6	96	90	-7%	-13	156
(20) O=C(COc1ccccc1)Nc1nnc(-c2ccc(Cl)s2)o1
    x	x	2%	-2	93	95	8%	x	x
(21) O=S(=O)(N1CCOCC1)N1CCN(c2ccc(F)cc2)CC1
    2	202	-18%	-1	91	92	18%	-2	202
(22) O=C(O)Cn1c2c(c3ccccc31)CCCC2
    x	x	29%	-12	88	100	-33%	x	x
(23) O=C(NC1CCCCC1)N1CCCc2ccccc21
    x	x	-6%	-7	101	109	-6%	x	x
(24) COc1cccc(CNC(=O)CCn2c(=O)oc3ccccc32)c1
    -1	146	-7%	-3	91	94	19%	1	146
(25) CCn1c(CNC(=O)C(C)(C)C)nc2ccccc21
    -2	142	12%	2	91	90	-10%	2	142
(26) c1coc(-c2nc(-c3ccncc3)no2)c1
    0	153	-10%	6	107	101	15%	0	153
(27) COc1ccccc1NC(=O)C1CCCN(c2nc(C)cc(C)n2)C1 (configuration not stated)
    0	108	x	24	90	66	x	0	108
(28) CCCCCCCCCSc1n[nH]c(N)n1
    -1	144	-7%	x	x	x	-16%	1	144
(29) CC(C)CCNC(=O)C(c1ccco1)N(Cc1cccs1)C(=O)Cn1nnc2ccccc21 (configuration not stated)
    x	x	-1%	9	89	80	6%	x	x
(30) O=c1c2c3n(c(=S)nc2[nH]n1-c1ccccc1)CCCCC3
    -22	32	11%	5	109	104	11%	22	32
(31) COc1ccc(NC(C)=O)cc1NC(=O)CN1CCN(c2ccccn2)CC1
    x	x	-2%	4	86	82	-3%	x	x
(32) O=C(CSc1nnc(COc2ccc(F)cc2)o1)N1c2ccccc2CCc2ccccc21
    x	x	-6%	-19	2	20	-55%	x	x
(33) O=C(O)CCSc1nc2ccccc2c(=O)[nH]1
    7	111	x	3	89	86	x	-7	111
(34) CC(=O)c1c(O)cc(=O)n(-c2ccccc2)c1-c1ccc(C)cc1
    -3	167	4%	x	x	x	-23%	3	167
(35) CCOC(=O)CSc1nc2ccccc2c(=O)[nH]1
    x	x	-2%	3	94	91	-16%	x	x
(36) Nc1ccc2c(c1)ncn2CCCn1cnc2cc(N)ccc21
    9	128	7%	22	105	83	-18%	-9	128
(37) O=C(Nc1ccc(-n2ccnc2P(=O)(O)c2ccccc2)cc1)c1ccccc1Br
    9	172	16%	x	x	x	-108%	-9	172
(38) COc1ccc(NC(=O)c2cccnc2Nc2ccccc2)cc1
    8	83	-2%	17	107	89	0%	-8	179
(39) Cc1cnc(NC(=O)CCCSc2nc3ccccc3s2)s1
    37	192	-22%	-21	61	82	22%	-37	192
(40) O=C1CCCN1CCCNc1ncnc2c1[nH]c1ccccc12
    -13	145	0%	x	x	x	-31%	13	145
(41) CCOC(=O)C1CCN(C(=O)c2oc3ccc(S(=O)(=O)N4CC(C)CC(C)C4)cc3c2C)CC1 (configuration not stated)
    -9	135	-16%	8	71	63	-46%	8	135
(42) O=C1CCCc2nn(-c3ccccc3)nc21
    10	123	x	7	88	81	x	-10	123
(43) O=C(CCS(=O)(=O)Cc1ccccc1)N1CCN(Cc2ccccc2)CC1
    13	130	2%	6	95	89	-2%	-13	130
(44) CCSc1nnc(-c2cnn(-c3ccccc3)c2-n2cccc2)n1C
    21	46	11%	10	92	82	-30%	-21	46
(45) Cn1c(=O)[nH]c(=O)c2c1ncn2CCN1CCOCC1
    1	149	-3%	18	103	85	-4%	-2	149
(46) N#C/C(=C\N1CCOCC1)c1ccccc1
    -7	75	6%	4	86	82	12%	7	75
(47) CC(=O)c1cccc(NC(=O)CC2SC(N3CCCCC3)=NC2=O)c1 (configuration not stated)
    14	99	-3%	4	100	96	-9%	-14	99
(48) CCCn1c(SCC(=O)Nc2sc(C)c(C)c2C(=O)OC)nc2c1c(=O)n(C)c(=O)n2C
    x	x	7%	-6	66	73	28%	x	x
(49) Cc1ccccc1Cc1c(C)nc2c(C(=O)NCc3ccc4c(c3)OCO4)cnn2c1C
    -6	136	2%	-4	29	34	9%	6	136
(50) C=CCn1c(C(C)NC(=O)COC)nc2ccccc21 (configuration not stated)
    x	x	-3%	13	106	93	-16%	x	x

Next section
Each structure is followed by: IL1B NFkB pot	IL1B NFkB pot cell count 2 µM	Bcl-B TR3 displacers	MRP reversal	MRP reversal cytotoxicity	MRP reversal with doxorubicin	PLAP inhibition	IL1B NFkB inh	IL1B NFkB inh cell count 2 µM
(51) CCC(Sc1nc(C)cc(=O)[nH]1)C(=O)Nc1nc2c(s1)CCCC2 (configuration not stated)
    -2	176	-10%	4	90	86	-25%	2	176
(52) CC(=O)Nc1sc2c(c1C#N)CCCC2
    19	103	3%	-21	82	104	3%	-19	103
(53) COc1ccc(C(=O)/C=C/Nc2ccc([N+](=O)[O-])cc2C)c(OC)c1
    10	99	2%	x	x	x	-14%	-10	99
(54) Cc1ccc(-c2noc(C3CCN(C(=O)Nc4ccc(C#N)cc4)CC3)n2)o1
    7	102	-12%	3	72	68	-66%	-6	102
(55) COc1ccc(C(=O)NN(c2ccccc2)c2ccccc2)cc1
    -3	167	2%	x	x	x	0%	4	167
(56) CCn1c(CCNC(=O)c2ccc(F)cc2)nc2ccccc21
    -14	140	-2%	-11	83	94	-20%	14	140
(57) COc1ccc(C2(C(=O)NC3CCCCC3)CCOCC2)cc1OC
    0	148	-5%	22	93	71	-11%	0	148
(58) c1cnc2ccc(C(c3nnnn3C3CCCCC3)N3CCN(C4CCCCC4)CC3)cc2c1 (configuration not stated)
    -12	92	x	4	95	91	x	12	92
(59) Cc1ccc(F)cc1NC(=O)C12CC3CC(C1)CC(n1cnc([N+](=O)[O-])n1)(C3)C2
    x	x	8%	x	x	x	5%	x	x
(60) Brc1cccc(-c2nnc3sc(CN4CCCCC4)cn23)c1
    -15	92	-16%	4	80	76	3%	15	92
(61) O=C(CSc1nnc(-c2ccccc2)c(-c2ccccc2)n1)NCc1ccco1
    1	147	x	-40	20	60	x	-1	147
(62) O=C(CSc1ccccc1C(=O)O)NCc1ccco1
    21	171	-3%	-36	49	85	11%	-21	171
(63) CC(C)CCNC(=O)CN(Cc1ccc2c(c1)OCO2)C(=O)Cn1nnc(-c2cccs2)n1
    1	138	-14%	-14	66	80	-10%	-1	138
(64) c1ccc2c(c1)CCN(c1nc3cc4c(cc3s1)OCO4)C2
    8	129	-1%	x	x	x	1%	-8	129
(65) CN1CCN(c2ccc(NC(=O)c3cccc(OCc4ccccc4)c3)cc2)CC1
    26	123	18%	-13	32	45	-19%	-26	123
(66) CSc1ccc(-c2nnn(Cc3ccc(Br)cc3)n2)cc1
    58*	170*	2%	0	92	92	-5%	-58	170
(67) CCOC(=O)C(C)(C)Sc1ncnc2nc[nH]c12
    5	101	x	3	93	90	x	-5	101
(68) O=C1CC(Nc2ccccc2)C(=O)N1CCc1ccccc1 (configuration not stated)
    13	176	5%	2	100	97	24%	-13	176
(69) Cc1cccc(N2CCN(C(=O)c3cnn4c(C(F)F)cc(-c5ccccc5)nc34)CC2)c1C
    -5	171	14%	-7	29	36	-42%	5	171
(70) Cc1ccc(C(=O)CCC(=O)CCC(=O)O)cc1
    4	88	x	3	95	92	x	-4	88

Compound activity as filed in PubChem BioAssay.

An excerpt; count on the stated rates, not on these rows.
